14-3-3 PPI: alters human 14-3-3 gamma binding to Raf peptide. P61981. FP, 14-3-3gamma / TMR-pS259-Raf peptide binding. inhibition, % at 40 µM. 160,000 compounds, 0.19% hits. AID 422; in the data active = inhibition above about 30%;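 note: 0% = protein plus tracer without compound and 100% = blank with tracer alone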
Target sequence (P61981 whole entry, looked up): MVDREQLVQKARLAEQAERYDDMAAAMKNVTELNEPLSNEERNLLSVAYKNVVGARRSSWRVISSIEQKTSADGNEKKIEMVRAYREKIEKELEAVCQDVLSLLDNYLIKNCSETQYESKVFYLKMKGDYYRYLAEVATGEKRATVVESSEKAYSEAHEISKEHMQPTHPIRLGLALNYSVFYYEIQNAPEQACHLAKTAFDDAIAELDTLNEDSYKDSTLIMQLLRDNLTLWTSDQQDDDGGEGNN
* = called active by the depositor; & = joins results of further samples. The list is partial; rates above refer to the full screens.

molecule | 14-3-3 PPI
COc1cc(OC)c(OC)cc1C=Nc1c(C)n(C)n(-c2ccccc2)c1=O | -0.7
CN(c1ccccc1)C(c1ccc(F)cc1)c1nnnn1C1CCCC1 (stereo not drawn) | -1.9
O=C(c1cccc(N2C(=O)C3C4C=CC(C4)C3C2=O)c1)N1CCCCCC1 (stereo not drawn) | 3.5
CN(C)S(=O)(=O)c1ccc(NC(=O)C2COc3ccccc3O2)cc1 (stereo not drawn) | -4.7
CCn1c(CNC(=O)c2ccccc2)nc2ccccc21 | -4.3
COc1ccccc1N=c1oc2ccccc2cc1C(=O)Nc1ccc(F)cc1 | -0.9
CC1CC(C)(C)NC(=S)N1CCCC(=O)NCc1ccccc1 (stereo not drawn) | -9.1
O=S(=O)(NC1c2cccc3cccc(c23)C1N1CCNCC1)c1ccc(Cl)cc1 (stereo not drawn) | -5.1
CC(C)c1ccc(NC(=O)c2cc(S(=O)(=O)N3CCc4ccccc43)ccc2F)cc1 | -31.9
CC(=O)Nc1ccc(NC(=O)CCc2c[nH]c3ccccc23)cc1 | -3.6

Taken from the listing, 2 compounds:
molecule | 14-3-3 PPI
CN(c1ccccc1)C(c1ccc(F)cc1)c1nnnn1C1CCCC1 (stereo not drawn) | -1.9
O=C(c1cccc(N2C(=O)C3C4C=CC(C4)C3C2=O)c1)N1CCCCCC1 (stereo not drawn) | 3.5

(listing goes on)
molecule | 14-3-3 PPI
Cc1ccc(C)c(NC2=C(Cl)C(=O)N(c3ccc(Cl)cc3)C2=O)c1 | -11.4
Cc1ccnc(NS(=O)(=O)c2ccc(NC(=O)c3ccc(Cl)c([N+](=O)[O-])c3)cc2)n1 | -16.7
Cc1ccc(/C(O)=C2\C(=O)C(=O)N(c3nc4ccccc4s3)C2c2ccccc2F)cc1 (stereo not drawn) | -16.8
CCOc1cccc(NC(=O)CSc2nncn2N)c1 | -3.9
CC(C)c1ccc(CNc2cc(N3CCN(S(=O)(=O)c4ccc(Cl)cc4)CC3)ccc2[N+](=O)[O-])cc1 | -8.1
NCCS | -1.4
COc1cc(NC(=O)C23CC4CC(C2)CC(n2cnc([N+](=O)[O-])n2)(C4)C3)cc(OC)c1 | -3.1
CCOC(=O)c1c(-c2ccc(OC)cc2)oc2ccc(OC(=O)C(C)C)cc12 | -0.2
CC1CC(C)CN(C(=O)COC(=O)c2cc3ccccc3cc2O)C1 (stereo not drawn) | 3.8
CC1(C)Cc2c(c(N3CCOCC3)nc3sc(C(=O)c4ccc(Cl)cc4)c(N)c23)CO1 | -12.7

The final 4 compounds of the part before come first, to join the parts:
molecule | 14-3-3 PPI
COc1cc(NC(=O)C23CC4CC(C2)CC(n2cnc([N+](=O)[O-])n2)(C4)C3)cc(OC)c1 | -3.1
CCOC(=O)c1c(-c2ccc(OC)cc2)oc2ccc(OC(=O)C(C)C)cc12 | -0.2
CC1CC(C)CN(C(=O)COC(=O)c2cc3ccccc3cc2O)C1 (stereo not drawn) | 3.8
CC1(C)Cc2c(c(N3CCOCC3)nc3sc(C(=O)c4ccc(Cl)cc4)c(N)c23)CO1 | -12.7
CCOc1ccc(-c2nnn(CC(=O)NCc3ccc(F)cc3)n2)cc1OCC | -6.1
CC1Oc2ccccc2N(Cc2ccccc2Cl)C1=O (stereo not drawn) | -2.0
CC(NS(=O)(=O)c1ccc(Br)cc1)C(=O)O (stereo not drawn) | -2.5
CC1CC(C)CN(C(=O)Cn2c(=O)n(CCCCC(=O)NCc3ccco3)c(=O)c3ccccc32)C1 (stereo not drawn) | -12.9
COc1cccc(-n2nc(C(=O)Nc3cc(OC)ccc3OC)c3ccccc3c2=O)c1 | 0.3
CCOc1ccccc1C(=O)Nc1c2c(nn1C(C)(C)C)CSC2 | -17.6
COc1cc(NC(=O)c2c(F)c(F)c(F)c(F)c2F)c(OC)cc1Cl | -3.1
CCOC(=O)Cc1c(C)nc2c(C#N)c(C)nn2c1C | -0.1&-0.4
CCOc1cc(NC(=O)C2CCCO2)c(OCC)cc1NC(C)=O (stereo not drawn) | 7.3
COc1ccc(Cc2nc(-c3ccccc3)no2)cc1 | -1.5

(next part)
molecule | 14-3-3 PPI
CCCCC1(C)NC(=S)N(c2ccc(C)cc2)N1 (stereo not drawn) | -2.6
COc1cccc2c(=O)c(C/C=C(/C)Cl)c(C)[nH]c12 | -5.8
c1coc(CN2CN=C(Nc3nc4ccccc4s3)NC2)c1 | -8.1
CC1CC(C)CN(C(=O)C2CCN(S(=O)(=O)c3cccs3)CC2)C1 (stereo not drawn) | 1.2
CC(=O)Nc1cc(C(=O)N2CCCCCC2)ccc1Sc1ccc(F)cc1 | -9.4
COc1cc(C2NC(=O)CCC2[N+](=O)[O-])cc(Br)c1O (stereo not drawn) | -6.9
O=C(NCCN1CCOCC1)c1cccc([N+](=O)[O-])c1 | 14.2
Cc1ccc(Nc2ncc(C(=O)Nc3ccc4c(c3)OCCO4)c3ccccc23)cc1Cl | -7.8
CCOC(=O)c1ccc(CN(Cc2ccc(Br)cc2)S(=O)(=O)c2ccccc2Cl)cc1 | 3.4
COc1cccc(NC(=O)c2ccccc2NS(C)(=O)=O)c1 | 1.7

(continued)
molecule | 14-3-3 PPI
c1ccc(-c2nc(NCC3CCCO3)c3ccccc3n2)nc1 (stereo not drawn) | 4.7
O=C(CCn1nc(-c2ccccc2)c2ccccc2c1=O)N1CCN(c2ccccc2)CC1 | -6.5
COc1ccc(N2C(=O)CC(SCC(=O)Nc3ccc(Br)cc3)C2=O)cc1 (stereo not drawn) | -6.7
O=S(=O)(c1ccc(F)cc1)N(Cc1ccco1)CC1CCCO1 (stereo not drawn) | -6.1
N#CCSc1nc2c(c(=O)n1Cc1ccco1)C1(CCCC1)Cc1ccccc1-2 | -2.5
COc1ccc(-c2cc(C(F)(F)F)nc(N3CCC(C)CC3)n2)cc1 | -3.1
CCOC(=O)c1c(NC(=O)COc2cc(C)c(Cl)c(C)c2)sc2c1CCCC2 | 1.9
CC1(C)CC(=O)C2=C(C1)NCN(Cc1ccccc1)C2 | 3.2
COc1nn(-c2nc(-c3ccco3)cc(C(F)(F)F)n2)c(C)c1[N+](=O)[O-] | -10.5
CCCCN(C(=O)Cn1nnc2ccccc21)C(C(=O)NCCOC)c1ccc(OC)cc1 (stereo not drawn) | 11.6

Further results
molecule | 14-3-3 PPI
O=C1C2C3CCC(C3)C2C(=O)N1c1ccc(Br)cc1 (stereo not drawn) | -3.9
CC(C)(O)C#Cc1ccc(C(=O)N2CCCC2C(=O)O)s1 (stereo not drawn) | 11.0
O=C(Nc1ccccc1)N1CCCCC1c1cccnc1 (stereo not drawn) | 1.3
COC(=O)Cc1ccc(N(Cc2ccccc2F)S(=O)(=O)c2cccc(C(F)(F)F)c2)cc1 | -3.5
O=C(Cc1ccccc1)NC(c1ccccc1)c1ccc2cccnc2c1O (stereo not drawn) | -5.5
O=C(CSc1ccc2c(c1)OCCO2)NCCN1C(=O)CSC1=O | 6.9
COc1ccc(N2C(=O)CCC(C(=O)NCC3CCCO3)C2c2ccc(OC)c(OC)c2)cc1 (stereo not drawn) | -10.2
COc1ccc(OC)c(C2SCCN2S(=O)(=O)c2cccc([N+](=O)[O-])c2)c1 (stereo not drawn) | 6.9
CCOCc1cn(CC(=O)c2ccc(Cl)cc2)c(C)nc1=N | 4.8
Cc1cccc(NC(=O)C2CCCN(C(=O)NC3CCCCC3)C2)c1C (stereo not drawn) | -5.9

Continued.
molecule | 14-3-3 PPI
Oc1c(C2=NNC(c3ccccc3)C2)ccc2ccccc12 (stereo not drawn) | -16.8
COc1cc2c(cc1OC)CN(S(=O)(=O)c1cccc(F)c1)CC2 | 2.4
COCCn1c(SCc2ccc(C(=O)OC)o2)nc2cc(Cl)ccc2c1=O | -9.4
O=C1C(NS(=O)(=O)c2ccccc2)=CC(=NS(=O)(=O)c2ccc(F)cc2)c2ccccc21 | -349.0
CCc1ccc2[nH]c(C)c(CN3CCC(C)CC3)c(=O)c2c1 | -2.7
CC12C(=O)N(Cc3ccccc3)C(=O)C1C1C=CC2C1 (stereo not drawn) | -4.9
CCn1c(CSc2nc3ccc(C)cc3[nH]2)nc2ccccc21 | 6.5
COc1ccc(S(=O)(=O)Nc2nc3ccccc3s2)cc1OC | 0.1
CCCOc1ccc(OC(=O)c2sc3ncn(C)c(=O)c3c2C)cc1 | -7.8
O=C1C2C3C=CC(C3)C2C(=O)N1CCCO (stereo not drawn) | 9.7&18.8

Additional entries follow:
molecule | 14-3-3 PPI
CC(Nc1cc(N2CCCCC2)ccc1[N+](=O)[O-])C12CC3CC(CC(C3)C1)C2 (stereo not drawn) | -3.4
COC(=O)COc1cccc(NC(=O)c2ccccc2)c1 | -11.5
CCOC(=O)c1c(C)c(C(=O)NCC2CCCO2)c(C)n1C (stereo not drawn) | 0.3
O=C(CC1SC(=O)NC1=O)Nc1cccc(C(F)(F)F)c1 (stereo not drawn) | -38.3
CCOc1ccccc1N1C(=O)C2C3C=CC(C3)C2(C)C1=O (stereo not drawn) | 3.7
CCOC(=O)c1ccc(N2C(=O)CC(N3CC(C)OC(C)C3)C2=O)cc1 (stereo not drawn) | -2.8
CN(C)CCNc1nc(=S)[nH]c2ccccc12 | 9.8
Cc1cc(=O)oc2cc(OCC(=O)NCc3cccnc3)ccc12 | -5.8
Cc1cc(N=CC2=C(O)CC(C)(C)CC2=O)no1 | 8.6
CSc1ccc(CN2CCN(S(=O)(=O)c3ccc(C)cc3)CC2)cc1 | -7.4

The list goes on:
molecule | 14-3-3 PPI
Cc1cccc(S(=O)(=O)N2CCSC2c2ccc(Br)cc2)c1 (stereo not drawn) | -1.3
Cc1cc(C)nc(SC(C)C(=O)Nc2ccc(S(N)(=O)=O)cc2)n1 (stereo not drawn) | -7.8
O=C(NCCSc1c(-c2ccc(Cl)cc2)[nH]c2ccccc12)c1cccs1 | 3.3
COCCN1C(=O)c2ccccc2C(C(=O)NC(C)c2ccc3c(c2)OCCO3)C1c1cn(C)c2ccccc12 (stereo not drawn) | -3.4
O=C1OC(c2ccccc2)=C/C1=C/N1CCCCC1 | -6.1
COC(=O)c1ccc(NS(=O)(=O)c2ccc(SC)cc2)cc1 | 0.5
COCCOCC(O)CN1CCN(c2ccc(C)cc2)CC1 (stereo not drawn) | -12.9&-5.0
O=C(Cc1cccs1)N1CCCC(c2nc3c(nnn3Cc3ccccc3Cl)c(=O)[nH]2)C1 (stereo not drawn) | -4.4
CCCCCn1c(CN2CCN(C)CC2)nc2c1c(=O)n(C)c(=O)n2C | 0.2
O=C(O)c1ccc(N2C(=O)CC(N3CCN(c4ccc(Cl)cc4)CC3)C2=O)cc1 (stereo not drawn) | 5.7

Continuation.
molecule | 14-3-3 PPI
O=C(Nc1ccc2nn(-c3ccccc3)nc2c1)c1ccccc1Cl | -2.7
CCN(CC)S(=O)(=O)c1ccc(Cl)c(C(=O)Nc2ccc(Cl)cc2)c1 | 3.1
Cn1c(=O)c2c(nc(NCCO)n2Cc2cccc3ccccc23)n(C)c1=O | -0.3
Cc1cc(Nc2cccc(F)c2)n2ncnc2n1 | 2.2
COc1ccc(OC)c(CN2CCN(C(=O)CC(C)C)CC2)c1 | -4.1
COC(=O)CSc1sc(=S)sc1SCCC#N | -4.9
CC1CCN(CCCNC(=O)c2ccc(CS(=O)(=O)Cc3ccccc3F)o2)CC1 | 2.2
Cc1cc(C(F)(F)F)nn1Cc1ccc(C(=O)NCc2ccco2)o1 | -13.6
COc1ccccc1C1(CC(=O)O)CCOC(C(C)C)C1 (stereo not drawn) | -7.8
COc1cccc2c1OC1(C)CC2NC(=O)N1c1cccc(C(=O)Nc2ccc(F)cc2)c1 (stereo not drawn) | -5.6

Further structures
molecule | 14-3-3 PPI
CCc1nnc(NC(=O)c2c(O)c3c([nH]c2=O)CCCC3)s1 | 2.0&-1.7
O=C1CC(C(=O)N(c2cccc(F)c2)C(C(=O)NC2CCCC2)c2ccccn2)CS1 (stereo not drawn) | -4.8
O=C(O)C1CCN(S(=O)(=O)c2ccc(Oc3ccccc3)cc2)CC1 | 14.1
Cc1ccc(C(=O)Nc2sc(C)c(C)c2C#N)cc1 | -26.8
CCC(C)c1ccc(N2CC(C(=O)Nc3ccc(OC)cc3)CC2=O)cc1 (stereo not drawn) | -18.2
O=C(CSC1=NC(=O)C(Cc2ccccc2)C(=O)N1)Nc1ccccc1Cl (stereo not drawn) | -4.8
O=C(NCc1ccccc1)C(Cc1ccccc1)NS(=O)(=O)c1cccs1 (stereo not drawn) | -8.8
Cc1c(C(=O)NCCc2ccc(Cl)cc2)oc2ccc(S(=O)(=O)N3CCCCCC3)cc12 | -1.2
CCS(=O)(=O)N1CCCC(C(=O)NCc2cccnc2)C1 (stereo not drawn) | -0.9
CCc1ccc(CNC(=O)Cn2ncc3c(=O)oc4ccccc4c32)cc1 | -0.1

Following part
molecule | 14-3-3 PPI
CCOc1cc(C(=O)N(C)Cc2cc3cc(OC)ccc3[nH]c2=O)cc(OCC)c1OCC | -2.1
COc1cc(C2C3=C(CC(c4ccco4)CC3=O)Nc3ccccc3N2C(=O)C2CC2)cc(OC)c1OC (stereo not drawn) | -4.4
CCN(CC)S(=O)(=O)c1ccc(-c2cn3cc(Cl)ccc3n2)cc1 | -8.4
Cc1c(NC(=O)COc2ccc(Br)cc2)cccc1-c1nc2ccccc2s1 | -1.1
CCc1cc2c(=O)c(-c3nc4ccccc4n3C)coc2c(CN2CCN(C)CC2)c1O | 4.8
CCOC(=O)c1c(NC(=O)c2cccc(OC)c2)sc(C)c1C | -6.1
O=c1[nH]c(=O)n(C2CC(O)C(CO)O2)cc1I (stereo not drawn) | -6.7
CCOc1ccc(NS(=O)(=O)c2ccc(Cl)c(C)c2)cc1 | 6.9
Cc1cc(NCCN2CCOCC2)n2c(nc3ccccc32)c1C#N | -12.8&-0.5
CCOC(=O)c1ccc(N=c2oc3c(C)ncc(CO)c3cc2C(=O)Nc2ccccc2C)cc1 | -1.2

(list continues)
molecule | 14-3-3 PPI
COc1cccc(OC)c1Oc1ccc(C(F)(F)F)cn1 | 3.8
Cc1ccc(S(=O)(=O)N2CCN(C(=O)CSc3nc4ccccc4o3)C2)cc1 | 0.1
CCOCCOC(=O)C1=C(C)N(C)C(=O)NC1c1ccccc1F (stereo not drawn) | 0.1
C=CCn1c(COc2ccc(CC)cc2)nnc1SC/C(O)=C(\C#N)c1nc2ccccc2[nH]1 | -37.7
CCc1c(C)nc(SCC(=O)Nc2ccc(Br)cc2)[nH]c1=O | 3.2
